Screening data from PubChem.
N370S GC: N370S glucocerebrosidase modulation, Gaucher chaperone candidate; P04062; N370S GC spleen homogenate, 4MU-glucoside fluorescence; Potency, µM (titrated, usually from 59.4 µM), without a hit: at the highest dose activity change, negative = inhibition, usual class: inhibitors; 330,000 tested, 0.092% active; AID 2101;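 note: 0% = full enzyme activity and -100% = no enzyme basal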
FEN1 inh: human FEN1 inhibition; Potency, µM (top dose mostly 114 µM), inactives show at the top dose activity change, negative = inhibition, hits mostly inhibitors; AID 588795; 390,000 tested, 0.35% active; Recombinant FEN1 flap cleavage, fluorescence, 15 min; note: nearly all actives have a fitted effect of over 65% in size
Target sequence (P39748 whole entry, looked up): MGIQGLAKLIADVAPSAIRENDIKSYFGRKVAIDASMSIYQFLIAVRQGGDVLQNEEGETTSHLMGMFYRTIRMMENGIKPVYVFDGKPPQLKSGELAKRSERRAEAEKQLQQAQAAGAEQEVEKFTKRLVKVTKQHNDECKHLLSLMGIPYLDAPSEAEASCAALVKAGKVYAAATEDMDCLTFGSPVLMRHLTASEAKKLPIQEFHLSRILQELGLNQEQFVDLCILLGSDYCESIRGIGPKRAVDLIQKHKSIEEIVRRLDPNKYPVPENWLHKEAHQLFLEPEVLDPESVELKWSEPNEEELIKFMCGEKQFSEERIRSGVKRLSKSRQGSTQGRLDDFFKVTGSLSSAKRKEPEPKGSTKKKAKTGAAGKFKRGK
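Potency values derive from four-parameter Hill fits of normalized qHTS data. The reaction used 10 nM FEN1 preincubated 15 min at room temperature with compound, then 50 nM DNA substrate, read at 0 and 15 min.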
TDP1 inh: blocks human tyrosyl-DNA phosphodiesterase 1 | Q9NUW8 | recombinant TDP1, AlphaScreen DNA substrate cleavage | Potency, µM (top dose mostly 130 µM), for inactives: top-dose activity change, negative = inhibition, most hits filed as inhibitors | 350,000 tested, 0.28% active | AID 485290; note: nearly all actives have a fitted effect of over 40% in size
Target sequence (Q9NUW8 whole entry, looked up): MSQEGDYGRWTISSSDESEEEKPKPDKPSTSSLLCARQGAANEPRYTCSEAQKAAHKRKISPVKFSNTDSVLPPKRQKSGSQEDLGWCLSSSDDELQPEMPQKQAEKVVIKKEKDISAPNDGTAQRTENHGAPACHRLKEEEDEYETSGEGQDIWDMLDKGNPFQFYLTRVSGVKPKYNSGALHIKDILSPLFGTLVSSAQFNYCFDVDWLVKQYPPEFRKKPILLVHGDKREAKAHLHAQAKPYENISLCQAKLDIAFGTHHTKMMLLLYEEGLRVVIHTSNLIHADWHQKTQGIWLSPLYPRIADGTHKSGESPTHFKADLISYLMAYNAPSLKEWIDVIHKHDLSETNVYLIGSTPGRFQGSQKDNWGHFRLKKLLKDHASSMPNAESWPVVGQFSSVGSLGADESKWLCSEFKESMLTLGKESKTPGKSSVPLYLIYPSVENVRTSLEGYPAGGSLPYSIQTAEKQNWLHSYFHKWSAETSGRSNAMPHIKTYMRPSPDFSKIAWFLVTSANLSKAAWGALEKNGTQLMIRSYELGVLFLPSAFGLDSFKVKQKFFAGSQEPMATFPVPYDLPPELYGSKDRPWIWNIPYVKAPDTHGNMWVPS
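Recombinant human Tdp1 (E. coli-expressed, 1 nM final) preincubated with compounds 15 min at room temperature, then 5'-biotin/3'-phosphotyrosine-FITC DNA substrate (15 nM final) added for 5 min. AlphaScreen beads (10 ug/ml final) added 10 min; cleavage lowers signal.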
The depositor's hits bear a star; & = joins results of further samples; [ ] = dose if it differs, or a comment. Calls come from the whole dose curve; as a rule, active = well fitted curve in the direction sought with a large enough effect; inconclusive = small, poorly fitted or top-dose-only effect, or another doubt; inactive = no such curve, though single readings can be large; an effect the other way counts as inactive or inconclusive. Unless noted, % is set by controls: 0 for no effect and ±100 for the full control effect; potency is the fitted concentration of half-maximal effect.

What do the screens show for `O=C(CSc1cccc[n+]1[O-])Nc1cc([N+](=O)[O-])ccc1Cl`?
N370S GC: -13%; FEN1 inh: 5%; TDP1 inh: 5%

What do the screens show for `Cc1ccc(CN(Cc2ccco2)c2cnc(S(C)(=O)=O)nc2C(=O)Nc2ccccc2Br)o1`?
FEN1 inh: -1%; TDP1 inh: 2%

What do the screens show for `Cc1ccc(NC(=O)NCC2CCN(Cc3cccc(Cl)c3)CC2)cc1Cl`?
N370S GC: -17%; FEN1 inh: 1%&-15%; TDP1 inh: 3%&-5%

What do the screens show for `COc1ccc(N2C(=O)CC(N3CCN(C(=O)c4ccco4)CC3)C2=O)cc1` (stereo not given)?
N370S GC: 1%; FEN1 inh: -12%; TDP1 inh: 5%

How did O=C(NCCc1cccs1)c1ccc(CS(=O)Cc2ccc(Cl)cc2)o1 (stereo not given) do in these assays?
N370S GC: inconclusive; FEN1 inh: -23%; TDP1 inh: 2%

Results for COC(=O)c1ccc(NC(=O)C(C)Sc2nc(=O)cc(N)n2CCc2ccccc2)cc1 (stereo not given) ?
FEN1 inh: -1%; TDP1 inh: 3%

How did CC(Oc1ccc(F)cc1)C(=O)Nc1cc(S(=O)(=O)N2CCOCC2)ccc1N1CCCC1 (stereo not given) do in these assays?
N370S GC: -17%; FEN1 inh: 16%; TDP1 inh: 4%[56.1 µM]

What do the screens show for `O=C(Cc1cccc2ccccc12)NNC(=O)c1ccc(Br)o1`?
N370S GC: -2%; FEN1 inh: 0%

Results for CC(=O)c1ccccc1OC(=O)c1ccco1 ?
N370S GC: 6%; FEN1 inh: -13%; TDP1 inh: 0%

How did Cc1ccc(C(C)(C)C)cc1S(=O)(=O)Nc1ncnc2sccc12 do in these assays?
FEN1 inh: 2%; TDP1 inh: -1%[56.1 µM]

What do the screens show for `COc1ccc(OC)c(Nc2nc(NCCO)c3ccccc3n2)c1`?
N370S GC: inconclusive; FEN1 inh: inconclusive

How did CCOc1cc(-c2nc(-c3ccc(-c4ccccc4)nc3OCC)no2)cc(OCC)c1OCC do in these assays?
FEN1 inh: 12%; TDP1 inh: 0%

How did COc1ccc(NC(=O)CC2Oc3ccccc3NC2=O)cc1 (stereo not given) do in these assays?
N370S GC: -2%; FEN1 inh: -7%; TDP1 inh: 1%

How did COc1ccc(C)cc1NC(=O)CCc1c(C)nn(-c2ccc(N3CCOCC3)nn2)c1C do in these assays?
FEN1 inh: -1%; TDP1 inh: 5%

Results for CC(=O)Nc1ccc2c(c1)NC(=O)CC2 ?
N370S GC: -2%; FEN1 inh: 7%; TDP1 inh: 0%

How did CC(=O)N1CCN(C(=O)c2ccc(Cl)c(S(=O)(=O)N3CCCCCC3)c2)CC1 do in these assays?
FEN1 inh: -2%; TDP1 inh: 1%

Results for COCCNC(=O)CSc1nc2nn(-c3ccccc3)c(=O)c-2c2n1CCCCC2 ?
N370S GC: 8%; FEN1 inh: 5%; TDP1 inh: 5%

How did CC(=O)c1ccc(-c2ccc(C(=O)Nc3nc(-c4ccccn4)cs3)o2)cc1 do in these assays?
FEN1 inh: -6%; TDP1 inh: 2%

How did CCOc1ncccc1C(=O)OCC(=O)c1ccc(OC)c(OC)c1 do in these assays?
N370S GC: -16%; FEN1 inh: 6%; TDP1 inh: 0%

Results for Nc1ccccc1SCc1cn2cccnc2n1 ?
N370S GC: -12%; FEN1 inh: -6%; TDP1 inh: 3%

What do the screens show for `CC(OC(=O)C1CCN(c2ccc(C(F)(F)F)cn2)CC1)C(=O)Nc1ccc(S(N)(=O)=O)cc1` (stereo not given)?
N370S GC: -6%; FEN1 inh: -8%; TDP1 inh: 4%

What do the screens show for `O=C1C2CCCCN2C(=O)N1CCN1CCN(c2ccc([N+](=O)[O-])cc2)CC1` (stereo not given)?
N370S GC: 6%; FEN1 inh: -4%; TDP1 inh: 2%

Results for O=C(C1CCCO1)N(c1ccc(F)cc1)C1C=CS(=O)(=O)C1 (stereo not given) ?
N370S GC: 7%; FEN1 inh: 5%; TDP1 inh: 2%

Results for COCCn1c(=N)c(S(=O)(=O)c2ccc(F)cc2)cc2c(=O)n3cccc(C)c3nc21 ?
N370S GC: 6%; FEN1 inh: -6%; TDP1 inh: 4%

Results for Cc1cc(C)cc(OCC(=O)N2CCC(c3nc4ccccc4o3)CC2)c1 ?
FEN1 inh: -6%; TDP1 inh: 4%

Results for CCOc1ccc(NC(=O)CSc2nnc(NC(=O)C3CC3)s2)cc1 ?
N370S GC: -5%; FEN1 inh: 2%; TDP1 inh: 16%

Results for CC(=O)N1CCc2cc(S(=O)(=O)CCC(=O)NCCc3ccccc3)ccc21 ?
N370S GC: inconclusive; FEN1 inh: 2%; TDP1 inh: 0%

How did COc1ccc(-c2cc(C(F)(F)F)n3nc(C(=O)N(C)Cc4ccccc4)cc3n2)cc1OC do in these assays?
N370S GC: 0%; FEN1 inh: 5%; TDP1 inh: 8%

What do the screens show for `CCc1ccc(NC(=O)C2CCCN(S(=O)(=O)c3cccnc3)C2)cc1` (stereo not given)?
N370S GC: -8%; FEN1 inh: 2%; TDP1 inh: 8%

How did O=C(Nc1cccnc1Cl)c1cc(-c2ccco2)on1 do in these assays?
N370S GC: -15%; FEN1 inh: -4%; TDP1 inh: 4%

How did COCCN1Cc2cccc(C(=O)N3CCN(c4cc(C)ccc4C)CC3)c2C1=O do in these assays?
N370S GC: -4%; FEN1 inh: -12%; TDP1 inh: 8%

Results for COCC(C)N=Cc1c(O)[nH]c2ccccc12 (stereo not given) ?
N370S GC: 2%; FEN1 inh: 8%; TDP1 inh: 0%

What do the screens show for `Cc1ccc(C(=O)Nc2ccccc2N2CCN(C(=O)C(C)C)CC2)cc1`?
N370S GC: -14%; FEN1 inh: -18%; TDP1 inh: 3%

How did O=C(Nc1ccc(SC(F)F)cc1)c1cc(-c2ccc3c(c2)OCCO3)on1 do in these assays?
FEN1 inh: 0%; TDP1 inh: 3%

Results for CCc1ccc(-n2c(=O)c3cccnc3n2CC(=O)Nc2cc(F)ccc2F)cc1 ?
FEN1 inh: 10%; TDP1 inh: 8%

What do the screens show for `COc1ccc(-c2nc3ccc(C)cn3c2NCc2ccccc2)cc1SC1CCCCC1`?
N370S GC: 2%; FEN1 inh: 5%

What do the screens show for `O=C(OCC#CCSc1nnc(-c2ccccc2)o1)c1cccs1`?
FEN1 inh: -18%; TDP1 inh: -12%

How did Cn1c(SCC(=O)Nc2cc(C(C)(C)C)nn2-c2ccccc2)nc2ccccc21 do in these assays?
N370S GC: 16%; FEN1 inh: -22%; TDP1 inh: 3%

What do the screens show for `CCN1/C(=C2\C(=O)N(C)C(=S)N2C)C=Cc2cc(C)ccc21`?
N370S GC: 11%; FEN1 inh: -14%; TDP1 inh: 3%

What do the screens show for `CCSc1ncccc1C(=O)N[C@@H](CCSC)C(=O)OC`?
N370S GC: -5%; FEN1 inh: 18%

Nothing new here: entries from further up.
What do the screens show for `CC(OC(=O)C1CCN(c2ccc(C(F)(F)F)cn2)CC1)C(=O)Nc1ccc(S(N)(=O)=O)cc1` (stereo not given)?
N370S GC: -6%; FEN1 inh: -8%; TDP1 inh: 4%

What do the screens show for `O=C1C2CCCCN2C(=O)N1CCN1CCN(c2ccc([N+](=O)[O-])cc2)CC1` (stereo not given)?
N370S GC: 6%; FEN1 inh: -4%; TDP1 inh: 2%

Results for O=C(C1CCCO1)N(c1ccc(F)cc1)C1C=CS(=O)(=O)C1 (stereo not given) ?
N370S GC: 7%; FEN1 inh: 5%; TDP1 inh: 2%

Results for COCCn1c(=N)c(S(=O)(=O)c2ccc(F)cc2)cc2c(=O)n3cccc(C)c3nc21 ?
N370S GC: 6%; FEN1 inh: -6%; TDP1 inh: 4%

Results for Cc1cc(C)cc(OCC(=O)N2CCC(c3nc4ccccc4o3)CC2)c1 ?
FEN1 inh: -6%; TDP1 inh: 4%

Results for CCOc1ccc(NC(=O)CSc2nnc(NC(=O)C3CC3)s2)cc1 ?
N370S GC: -5%; FEN1 inh: 2%; TDP1 inh: 16%

Results for CC(=O)N1CCc2cc(S(=O)(=O)CCC(=O)NCCc3ccccc3)ccc21 ?
N370S GC: inconclusive; FEN1 inh: 2%; TDP1 inh: 0%

How did COc1ccc(-c2cc(C(F)(F)F)n3nc(C(=O)N(C)Cc4ccccc4)cc3n2)cc1OC do in these assays?
N370S GC: 0%; FEN1 inh: 5%; TDP1 inh: 8%

What do the screens show for `CCc1ccc(NC(=O)C2CCCN(S(=O)(=O)c3cccnc3)C2)cc1` (stereo not given)?
N370S GC: -8%; FEN1 inh: 2%; TDP1 inh: 8%

How did O=C(Nc1cccnc1Cl)c1cc(-c2ccco2)on1 do in these assays?
N370S GC: -15%; FEN1 inh: -4%; TDP1 inh: 4%

The list goes on.
Results for CCOc1ccc(CCn2c3c(c(=O)[nH]c2=O)C(NC(=O)c2cccc(F)c2)(C(F)(F)F)C(=O)N3)cc1OCC (stereo not given) ?
FEN1 inh: 6%; TDP1 inh: 1%

What do the screens show for `Cc1nn(C)c(C)c1S(=O)(=O)NC1CCCc2ccccc21` (stereo not given)?
N370S GC: 1%; FEN1 inh: -2%; TDP1 inh: 6%

What do the screens show for `Cc1cc(C)n2nc(C(=O)OCC(=O)c3cc(C)n(CC4CCCO4)c3C)nc2n1` (stereo not given)?
N370S GC: -5%; FEN1 inh: 3%; TDP1 inh: 0%

How did CCC(NC(=O)c1cccc(Cn2cc([N+](=O)[O-])cn2)c1)c1ccc(C(C)C)cc1 (stereo not given) do in these assays?
N370S GC: 25%; FEN1 inh: -12%; TDP1 inh: 4%

What do the screens show for `O=C(COC(=O)CNS(=O)(=O)c1ccc2ccccc2c1)Nc1ccccc1Sc1ccccc1`?
N370S GC: 14%; FEN1 inh: inconclusive; TDP1 inh: 3%

Results for CSCC[C@H](NC(=O)[C@H](CCCN=C(N)N)NC(=O)[C@@H]1CCCN1C(=O)[C@H](Cc1ccccc1)NC(=O)[C@H](C)NC(=O)[C@H](CC(C)C)NC(=O)[C@H](Cc1ccc(O)cc1)NC(=O)[C@H](CC(N)=O)NC(=O)[C@@H](N)CCSC)C(N)=O ?
N370S GC: -8%; TDP1 inh: 9%

What do the screens show for `CCc1ccc2[nH]c(=O)c(CN(Cc3ccccc3)C(=O)Nc3ccccc3OC)cc2c1`?
N370S GC: -8%; FEN1 inh: -19%; TDP1 inh: 3%

Results for COc1ccc(C(=O)Nc2nnc(SCC(=O)NCC3CCCO3)s2)cc1OC (stereo not given) ?
N370S GC: -6%; FEN1 inh: 2%; TDP1 inh: 4%

Results for N#CCCN1CCN(Cc2ccccc2)CCC1=O ?
N370S GC: -6%; FEN1 inh: 0%&-5%

What do the screens show for `O=C(O)c1ccc(N=NN2CCCCCC2)cc1`?
N370S GC: 1%; FEN1 inh: 0%; TDP1 inh: 5%

Results for Oc1ccccc1C1=NCCNC(C(F)(F)C(F)F)=C1 ?
N370S GC: -2%; FEN1 inh: -1%; TDP1 inh: 12%

What do the screens show for `Cc1nnc(N2C(=O)c3oc4ccccc4c(=O)c3C2c2cccc(OCCC(C)C)c2)s1` (stereo not given)?
FEN1 inh: -11%; TDP1 inh: -1%

How did O=C(Nc1ccccc1)NC1CS(=O)(=O)CC1O (stereo not given) do in these assays?
N370S GC: -3%; FEN1 inh: 2%; TDP1 inh: 3%

How did CCOC(=O)c1sc(N)c(C(=O)Nc2ccccc2)c1C do in these assays?
N370S GC: 6%; FEN1 inh: -18%; TDP1 inh: 5%

How did CC1CCC2(CC1)NC(=O)N(CC(=O)N1CCN(C(=O)c3ccco3)CC1)C2=O (stereo not given) do in these assays?
FEN1 inh: -3%; TDP1 inh: -12%

Results for C=CCn1c(COc2cccc3ccc(C)nc23)nnc1SCC(=O)OC ?
N370S GC: 0%; FEN1 inh: -8%; TDP1 inh: 3%

What do the screens show for `Cn1c(-c2c(N)n(CCc3ccccc3)c3nc4ccccc4nc23)nc2ccccc21`?
N370S GC: -9%; FEN1 inh: 0%; TDP1 inh: 9%

Results for COc1ccc(N(C(=O)CNC(=O)c2ccco2)C(C(=O)NCC2CCCO2)c2ccccc2)cc1Cl (stereo not given) ?
N370S GC: -2%; FEN1 inh: -7%; TDP1 inh: 11%

What do the screens show for `COc1cc(OC)cc(C(=O)OCC(=O)Nc2cccc(S(=O)(=O)NC3=NCCCCC3)c2)c1`?
FEN1 inh: 4%; TDP1 inh: 0%

Results for Cn1c(SCC(=O)c2ccccc2)nnc1-c1cccc(N)c1 ?
N370S GC: 18%; FEN1 inh: 9%; TDP1 inh: 2%

Results for Cc1cc2oc(C(=O)N(Cc3ccc(Cl)cc3)Cc3ccco3)c(C)c2cc1Cl ?
FEN1 inh: -8%; TDP1 inh: -1%

Results for Cc1nn(CC(O)CN2c3ccccc3Sc3ccccc32)c(C)c1Br (stereo not given) ?
N370S GC: 18%; FEN1 inh: -18%; TDP1 inh: 7%

Results for O=C(c1cccc2nccnc12)N1CCCC(Nc2ccc(F)c(F)c2)C1 (stereo not given) ?
N370S GC: -6%; FEN1 inh: 2%; TDP1 inh: 4%

Results for CCc1ccc2c(c1)C(c1ccc([N+](=O)[O-])cc1)=NNC(c1ccc(C)cc1)=N2 ?
N370S GC: 27%; FEN1 inh: -7%; TDP1 inh: 5%
